Screening data from PubChem BioAssay.
TTR transcr act – TTR transcription activation, primary screen. hit rate 1.3% among 92,000. AID 1117267. SH-SY5Y TTR promoter Gaussia luciferase, luminescence; 100% = recombinant luciferase protein wells. activation, % at 16.7 µM;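 active = activation above the mean of all tested compounds plus 3 SD, cut at about 9.5% in these data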;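 note: cells exposed to compounds for one day before reading; 0% = median of all test compound wells on the plate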
An asterisk follows results filed as active. Some of the compounds tested; the hit share may differ from the screen's.

TTR transcr act	structure
0.7	O=C1NC[C@@H](CCCCN2CCN(CCc3ccccc3)C(=O)C2=O)N(CCc2ccc(O)cc2)C1=O
-1.3	COC(=O)c1cc(NC(=O)c2ccccc2)c(=O)oc1C/C=N\OCc1ccc(Cl)cc1Cl
0.8	CC(C)C[C@H](NC(=O)N1c2ccccc2NC(=O)[C@@H]1C(C)C)C(=O)N1CCC[C@@H]1C(=O)O
0.0	Cc1cccc(NC(=O)C(CC(C)C)NC(=O)C2CCC(C)CC2)n1 (stereo not drawn)
-1.2	C=CCn1cnc2scc(-c3ccc(C)cc3)c2c1=O
-0.7	CCCC(=O)Nc1ccc(NC(=S)NC(=O)c2ccccc2[N+](=O)[O-])cc1
-1.0	O=C1c2ccc3c4c(ccc(c24)C(=O)N1c1ccc2ccccc2c1)CC3
0.5	O=C(Cc1ccc(NC(=O)C2CCCN(C(=O)c3ccccc3)C2)cc1)Nc1cccc(C(=O)N2CCCC2)c1 (stereo not drawn)
6.2	CC(=O)c1ccc(N2CCN(CCC#N)CC2)c(F)c1
1.6	Cc1cccc(NC(=O)C2CCCN2S(=O)(=O)c2ccc3c(c2)n(C)c(=O)c(=O)n3C)c1 (stereo not drawn)
0.2	COc1ccc(CCNC(=O)CN2C(=O)NC3(CCCCC3)C2=O)cc1
-1.1	CCN(CC)C(=O)C(C)N1c2cccc3cccc(c23)S1(=O)=O (stereo not drawn)
5.0	CCc1nc2ccccc2c(C(=O)Nc2ccc(C)cc2)c1C
11*	CCOc1ccc(N=C2NC(=O)S/C2=C\c2ccc(O)cc2)cc1
2.0	CC(=O)Nc1cccc(-n2nnc(SCC(=O)Nc3ccccc3)n2)c1
1.7	COCCN(CC(=O)NCc1ccc(F)cc1)C(=O)CCC(=O)Nc1nccs1
0.6	CCOC(=O)C1CCN(c2nc3c(C)cccn3c(=O)c2/C=C(\C#N)S(=O)(=O)c2ccccc2)CC1
0.3	O=C(NCc1ccccc1)c1cnc2n(c1=O)CCS2
0.1	COC(=O)CN1C(=S)N(c2ccc(Cl)cc2)C(=O)C1CC(=O)Nc1ccc(F)cc1 (stereo not drawn)
-0.3	CCOC(=O)C1CCN(C(=O)C(C)(C)NC(=O)Nc2ccc(Cl)cc2Cl)CC1

Reprinted from the part before: 4 entries, then new ones.
TTR transcr act	structure
0.6	CCOC(=O)C1CCN(c2nc3c(C)cccn3c(=O)c2/C=C(\C#N)S(=O)(=O)c2ccccc2)CC1
0.3	O=C(NCc1ccccc1)c1cnc2n(c1=O)CCS2
0.1	COC(=O)CN1C(=S)N(c2ccc(Cl)cc2)C(=O)C1CC(=O)Nc1ccc(F)cc1 (stereo not drawn)
-0.3	CCOC(=O)C1CCN(C(=O)C(C)(C)NC(=O)Nc2ccc(Cl)cc2Cl)CC1
0.0	Cc1csc(=Nc2c(C)n(C)n(-c3ccccc3)c2=O)n1Cc1ccccc1
2.4	c1ccc2c(c1)ccc1ncccc12
2.1	COc1cc(OC)cc(OC(=O)C2CCN(C3=NS(=O)(=O)c4ccccc43)CC2)c1
2.8	COC(=O)[C@@H](NCc1cccc(CN[C@H](C(=O)OC)c2ccccc2)c1)c1ccccc1
-0.5	O=C(CN(C1CCCCC1)S(=O)(=O)c1ccc(F)cc1)NCc1ccncc1
0.1	COc1cccc(C(=O)Nc2nc(SCc3ccc(Cl)cc3)n[nH]2)c1
-1.4	O=C(Nc1cnn(Cc2ccc(Cl)cc2Cl)c1)c1cc(-c2cccs2)on1
-0.6	COc1cc(/C=C2\SC(c3ccc(C)cc3)=NC2=O)ccc1O
-0.5	COC(=O)c1sc2nc[nH]c(=O)c2c1C
0.1	CCC(Oc1ccc(C)c(C)c1)C(=O)N1CCCN(C)CC1 (stereo not drawn)
1.4	O=C(O)/C(=C\c1ccccc1Cl)c1ccc(S(=O)(=O)N2CCCCC2)s1
0.0	CCC(COC(C)=O)Nc1nc2c([nH]1)c(=O)n(C)c(=O)n2C (stereo not drawn)
-2.1	O=C(NNC(=S)NCCCN1CCOCC1)c1ccncc1
-3.1	O=C(Nc1ccc(F)cc1)Nc1csc2ccccc12
-1.9	O=c1[nH]c2ccccc2cc1CN(CC1CCCO1)S(=O)(=O)c1ccccc1 (stereo not drawn)
-1.4	Cc1cc(NS(=O)(=O)c2ccc(NC(=O)c3cc4c(=O)n5ccccc5nc4s3)cc2)nc(C)n1
5.2	N#C/C(=C\c1cccc(O)c1)c1nc2ccccc2o1
-1.0	O=C1N=C2SCCN2/C1=C\c1c(Cl)cccc1Cl
-0.8	COc1ccc(C=C(C(=O)O)c2ccc(OC)cc2)cc1
0.2	COC(=O)C(C(=O)OC)c1ncccc1[N+](=O)[O-]
-0.2	N#C/C(=C(/O)c1ccc([N+](=O)[O-])cc1)c1nc2ccccc2[nH]1
0.7	Cc1ccc(-n2nc3c(=O)n(CC(=O)NC4CCCCC4)nc(C)c3c2C)cc1
2.1	COC(=O)[C@@H]1C[C@@]2(O)[C@H](O)[C@H](O)[C@H](O)C[C@H]2N1Cc1cccc2ccccc12
0.9	CCC(C)(C)NC(=O)COc1ccc(C(=O)c2ccccc2)cc1
0.5	CN(C)S(=O)(=O)c1cccc(C(=O)NCc2ccco2)c1
-2.6	O=C(COc1ccc2ccc(=O)oc2c1)NC1CCCCC1
-2.6	O=C(Nc1ccc(NC(=O)c2ccco2)cc1)c1ccc2c(c1)OCO2
6.6	CC1CCCN(S(=O)(=O)c2ccc(S(=O)(=O)N3CCCN(Cc4ccccc4)C3)cc2)C1 (stereo not drawn)
14*	Cc1oc(-c2ccccc2)nc1CSc1nc2c(c(=O)[nH]1)CCC2
2.7	COc1ccc2[nH]cc(CCNS(=O)(=O)c3ccccc3)c2c1
-2.0	O=C(COc1ccc(S(=O)(=O)N2CCCC2)cc1Cl)NC1CCCC1
-1.4	O=C(COc1ccccc1)Nc1nnc(-c2ccco2)o1
-1.9	Cc1ccc(O)c(Cn2nnc3ccccc32)c1
-1.9	Cc1onc(-c2c(Cl)cccc2Cl)c1C(=O)NNc1ccccc1
6.1	O=C(CNC(=O)c1ccc([N+](=O)[O-])cc1)N/N=C\c1ccc(OC(=O)c2ccccc2)cc1
3.3	COc1ccc(CC(NC(C)=O)C(=O)NC2CCN(c3c(Cc4ccccc4)c(C)nc4ncnn34)CC2)cc1OC (stereo not drawn)
0.3	Cc1ccc(Cl)cc1NC1=NC(=S)N(C(C)C)C12CCCCC2
3.9	C=CCOc1ccccc1CN1CCC(n2nccc2NC(=O)c2ccccc2)CC1
2.3	COC(=O)c1ccc(SCC(=O)NC2CCCC2)c([N+](=O)[O-])c1
1.4	COc1ccc(-n2c(NN)nc3sc4c(c3c2=O)CCCC4)cc1
-1.3	CCc1nc(Nc2ccccc2O)c2oc3ccccc3c2n1
-0.5	C=CCn1c(SC2CCOC2=O)nc2sc(CC)cc2c1=O (stereo not drawn)
0.9	Cc1c(C(=O)N(C)C)c2ccc(Cl)cc2n1O
2.2	CCOC(=O)CSc1nc2c(c(=O)[nH]c(=O)n2C)n1CCc1ccccc1
16*	COCCn1cnc2c1c(=O)n(CC(=O)Nc1cc(C)on1)c(=O)n2Cc1ccccc1
1.1	Cc1ccc2c(c1)C1(C)C(C(C)(C)N2C=O)C1(Cl)Cl (stereo not drawn)
-7.3	C=CCC[C@@H](Cc1ccc(F)cc1)C(=O)OC[C@H](Cc1c[nH]c2ccccc12)NC(=O)[C@@H](CC=C)CC(=O)N(CCO)Cc1ccccc1
0.3	COCCNC(=O)c1cc(-c2ccccc2)n(CC2CC(c3ccc(OC)cc3)=NO2)n1 (stereo not drawn)
-1.9	COC(=O)c1cccc(C(=O)N2CCCC(C(=O)c3cc(F)ccc3F)C2)c1 (stereo not drawn)
2.2	CC(C)OC(=O)C1C(=O)CC(C)(O)C(C(=O)OC(C)C)C1c1ccc(F)cc1 (stereo not drawn)
-4.0	O=C(Nc1cc(Cl)ccc1O)C1CC(c2c(F)cccc2Cl)=NO1 (stereo not drawn)
0.4	CC(C)c1cc(C(=O)NNC(=S)NC2CCCCC2)cs1
-1.9	O=C(/C(=N\Nc1ccccc1)Sc1nnnn1-c1ccccc1)c1ccccc1
0.6	Cc1c(CCO)c(=O)n2n1CCCC2
-1.1	CCCCn1c(N)c(N(CCC(C)C)C(=O)CC2CCCC2)c(=O)[nH]c1=O
-1.6	CN(C1CCCC1)C1CCN(C(=S)Nc2cc(F)cc(F)c2)CC1
1.9	O=C(C[n+]1cccc(/C=N/O)c1)N1CCCCCC1
0.0	CC1C/C(=N/NC(=O)c2cccc(F)c2)c2ccc(O)cc2C1 (stereo not drawn)
3.2	O=C(NCCc1nnc2ccc(NCCCN3CCOCC3)nn12)c1ccccc1
-0.3	COc1ccc(C(=O)NC(=S)NNC(=O)c2ccc(NC(=O)C(C)C)cc2)cc1

In another format: results already given
Structure	TTR transcr act
O=C1N=C2SCCN2/C1=C\c1c(Cl)cccc1Cl	-1.0
COC(=O)c1cccc(C(=O)N2CCCC(C(=O)c3cc(F)ccc3F)C2)c1 (stereo not drawn)	-1.9
COC(=O)CN1C(=S)N(c2ccc(Cl)cc2)C(=O)C1CC(=O)Nc1ccc(F)cc1 (stereo not drawn)	0.1
O=C(COc1ccc2ccc(=O)oc2c1)NC1CCCCC1	-2.6

2 entries from above in a different format:
compound | TTR transcr act
COC(=O)c1cccc(C(=O)N2CCCC(C(=O)c3cc(F)ccc3F)C2)c1 (stereo not drawn) | -1.9
CC(C)OC(=O)C1C(=O)CC(C)(O)C(C(=O)OC(C)C)C1c1ccc(F)cc1 (stereo not drawn) | 2.2

Continued.
TTR transcr act	structure
-0.8	CCOC(=O)C1=CN(Cc2cccc(F)c2)S(=O)(=O)N(C)C1c1ccc(F)c(Cl)c1 (stereo not drawn)
0.9	COc1cc(CC(NC(C)=O)C(=O)NC2CCN(C(=O)c3ccc(C)cc3)CC2)cc(OC)c1 (stereo not drawn)
-0.3	Cc1ccccc1C(=O)NNC(=O)CN1C(=O)c2ccccc2C1=O
2.8	CCN(CC)N=Nc1ccc(S(N)(=O)=O)cc1
1.0	COc1ccccc1C(=O)Nc1nnc(SCC(=O)Nc2ccc3c(c2)oc2ccccc23)s1
1.6	COc1ccc(C(C)=O)cc1CSc1nc2cc(C(=O)O)ccc2c(=O)n1Cc1ccccc1
-2.0	CC(=O)c1ccc(OCC(=O)NC(=O)NC2CCCCC2)cc1
-2.2	O=C(NCc1nnc(SCc2ccccc2)n1-c1ccc(F)cc1)C12CC3CC(CC(C3)C1)C2
-3.8	Clc1ccc(CSc2cc3c(nn2)-c2ccccc2CC3)cc1Cl
0.1	Cc1cc(C)cc(C(=O)OCC(=O)NCC(F)(F)F)c1
-0.8	C=CCn1c(C(CC(C)C)CC(C)O)n[nH]c1=S (stereo not drawn)
0.3	Cc1ccc(C(=O)CSc2nnc(-c3cccs3)n2C)o1
-0.1	CN(C(=O)c1ccc(Cl)c(S(=O)(=O)N2CCOCC2)c1)c1ccccc1C(=O)O
1.7	O=C(NNC(=S)Nc1cccc(C(F)(F)F)c1)c1cccc(Cl)c1
-0.5	COc1ccc(-c2nc(C)c(C(C)=O)n2O)cc1
0.3	CC1CCN(S(=O)(=O)c2ccc3c(c2)oc(=O)n3CC(=O)NCc2ccc3c(c2)OCO3)CC1
-1.8	COc1ccc(S(=O)(=O)N2CCC(C(=O)N[C@@H](C)C(=O)NCc3ccco3)CC2)cc1
-1.0	Cc1ccc(NCc2nc3ccccc3n2C)cc1C
-2.3	COc1ccc(OC)c(S(=O)(=O)Nc2ccccc2O)c1
-0.8	CCC(C)(C)n1nnnc1C(c1cccs1)N1CCN(Cc2ccccc2)CC1 (stereo not drawn)
-0.3	Cc1ccc(-n2cc(C(C)(C)C)[nH]c2=S)cc1
0.9	CS(=O)(=O)N(CC(=O)NCCc1ccccc1)C1CCCCC1
2.0	CC(C)CNC(=O)c1cc([N+](=O)[O-])ccc1N1CCCCC1
-2.3	Oc1ccccc1-c1csc(-c2ccccc2)n1
-1.4	COc1ccc([N+](=O)[O-])cc1NC(=O)c1ccc(CN(c2ccc(C)c(C)c2)S(C)(=O)=O)cc1
4.2	O=C(NCc1ccccc1)c1cc(C2CCCN(S(=O)(=O)c3ccccc3)C2)on1 (stereo not drawn)
-0.4	CC1CCCC(NC(=O)COC(=O)[C@@H]2CC(O)CN2S(=O)(=O)c2ccc3c(c2)OCCO3)C1C (stereo partly drawn)
1.7	Cc1cc(-c2ccccc2)n2ncc(C#N)c2n1
1.7	O=C(CSc1nc2ccccc2n1-c1ccccc1)NCC1CCCO1 (stereo not drawn)
-4.3	Nc1nnc(-c2ccccc2)c(-c2ccccc2)n1
27*	CC(C)[C@H](NC(=O)N1c2ccccc2NC(=O)[C@@H]1C(C)C)C(=O)N[C@@H](C(=O)O)c1ccccc1
1.7	CC1CCN(c2ccc3c(c2)S(=O)(=O)c2cccc(C(=O)NCc4ccc(F)cc4)c2C3=O)CC1
1.7	COc1ccccc1N(C)S(=O)(=O)c1ccc(C(=O)O)cc1
42*	CC/C(=N\NC(=O)Cc1ccc(Br)cc1)c1cccs1
-3.0	CN(C)c1cc(-c2ccc(Cl)cc2Cl)oc(=O)c1Cl
0.3	CCOC(=O)c1c(C)c(C(=O)NC(C)COC)c(C)n1C (stereo not drawn)
-0.5	CC1CCC2(CC1)CCC2NCc1ccc(Cl)cc1 (stereo not drawn)
-0.5	CCOc1ccc(C2CC(=O)NC(SC)=C2C#N)cc1 (stereo not drawn)
0.0	CCOC(=O)c1ccc(NC(=O)Nc2ccc(S(N)(=O)=O)cc2)cc1
-0.1	COc1nc(N2CCCCCC2)nc(N2CCCCCC2)n1

Six entries from above, as tab-separated lines.
structure	TTR transcr act
Nc1nnc(-c2ccccc2)c(-c2ccccc2)n1	-4.3
CC(C)[C@H](NC(=O)N1c2ccccc2NC(=O)[C@@H]1C(C)C)C(=O)N[C@@H](C(=O)O)c1ccccc1	27*
CC1CCN(c2ccc3c(c2)S(=O)(=O)c2cccc(C(=O)NCc4ccc(F)cc4)c2C3=O)CC1	1.7
COc1ccccc1N(C)S(=O)(=O)c1ccc(C(=O)O)cc1	1.7
CC/C(=N\NC(=O)Cc1ccc(Br)cc1)c1cccs1	42*
CN(C)c1cc(-c2ccc(Cl)cc2Cl)oc(=O)c1Cl	-3.0
